# IL-2 act: IL-2 activation; IL-2 activation reporter assay, cell-based qHTS; stimulated with anti-CD3/CD4/CD28 beads; in transgenic mouse T cells; activation, % (series mostly up to about 46 µM); hit rate 0.065% among 360,000; in the data active = activation above about 50%; inconclusive = mostly about 30% to 49%; note: 0% is about no effect
#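 Unstimulated transgenic mouse T cells, 750 per well, received compound and, after 60 minutes, anti-CD3/anti-CD4 bead plus anti-CD28 stimulation. EGFP and DsRed were quantified after 18 hours.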
# EPAC2 ag: EPAC2 (human) agonism. hit rate 0.079% among 360,000. Potency, µM (doses to about 154 µM), without a hit: at the top dose activation, most hits filed as activators. EPAC2 activation, biochemical qHTS; response scale: 100% = 6.5 mM cAMP response; note: potency is the fitted concentration of half-maximal effect; nearly all actives have a fitted effect of over 50% in size
# Target sequence (Q8WZA2 whole entry, looked up): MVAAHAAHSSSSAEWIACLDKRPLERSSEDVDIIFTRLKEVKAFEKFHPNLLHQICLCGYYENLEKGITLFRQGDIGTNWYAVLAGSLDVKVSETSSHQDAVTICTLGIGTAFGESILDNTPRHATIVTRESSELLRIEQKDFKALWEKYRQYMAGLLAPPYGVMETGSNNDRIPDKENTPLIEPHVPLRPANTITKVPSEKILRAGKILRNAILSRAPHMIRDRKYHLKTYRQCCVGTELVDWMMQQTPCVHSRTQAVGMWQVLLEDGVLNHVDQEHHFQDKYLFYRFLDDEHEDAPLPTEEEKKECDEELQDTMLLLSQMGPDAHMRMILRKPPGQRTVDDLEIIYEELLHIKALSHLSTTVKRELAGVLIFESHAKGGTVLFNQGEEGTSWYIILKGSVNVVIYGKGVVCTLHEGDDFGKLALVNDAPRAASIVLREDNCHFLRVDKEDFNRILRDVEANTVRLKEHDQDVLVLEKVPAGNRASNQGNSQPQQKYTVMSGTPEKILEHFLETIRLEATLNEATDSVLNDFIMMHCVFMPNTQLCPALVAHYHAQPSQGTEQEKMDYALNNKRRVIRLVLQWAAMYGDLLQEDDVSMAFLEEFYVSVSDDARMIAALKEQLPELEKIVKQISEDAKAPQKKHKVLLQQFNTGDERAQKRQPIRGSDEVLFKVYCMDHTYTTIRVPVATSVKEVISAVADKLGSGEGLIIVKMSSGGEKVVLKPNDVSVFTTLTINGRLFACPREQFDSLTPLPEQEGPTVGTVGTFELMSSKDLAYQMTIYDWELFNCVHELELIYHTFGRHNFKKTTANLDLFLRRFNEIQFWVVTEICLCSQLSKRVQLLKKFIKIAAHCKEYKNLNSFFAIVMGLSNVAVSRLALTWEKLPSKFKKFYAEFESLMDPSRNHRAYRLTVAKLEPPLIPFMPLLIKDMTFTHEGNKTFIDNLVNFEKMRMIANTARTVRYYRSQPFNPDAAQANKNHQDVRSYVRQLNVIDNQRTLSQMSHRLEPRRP
#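 Guanine nucleotide exchange by EPAC2 is measured as reduced fluorescence of BODIPY-GDP once it is released from 250 nM Rap1B. Plates are read kinetically for 30 min at room temperature; results are scaled to 6.5 mM cAMP.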
# PI5P4Ka inh: PI5P4K alpha (human) kinase inhibition | max response, % | PI5P4Kalpha enzyme, ADP-Glo luminescence, 60 min; active compounds read low | AID 652105 | P48426 | hit rate 1.2% among 330,000; active = max response of -50% or lower; inconclusive = between -30% and -50%; inactive = -30% or higher; note: value at the top dose of about 77 µM; % is set by controls: 0 for no effect and ±100 for the full control effect
#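 Luminescence from ADP-Glo served as readout of PI5P4Kalpha activity in a qHTS format. Reaction: enzyme, substrate, compound, ATP at 5 microM final, 60 min at RT.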
# EPAC1 agonist: agonists of human EPAC1. EPAC1 agonist qHTS, biochemical assay; response scale: 100% = response to 6.5 mM cAMP. Potency, µM (top dose mostly 154 µM), inactives show top-dose activation, hits mostly activators. hit rate 0.073% among 360,000. AID 720707; note: potency is the fitted concentration of half-maximal effect; nearly all actives have a fitted effect of over 60% in size
#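 Read-out is the fluorescence drop as BODIPY-GDP leaves Rap1B (480 nm excitation, 540 nm emission), recorded every 5 minutes over 30 minutes. Reactions held 100 nM EPAC1, 250 nM Rap1B–BODIPY-GDP and 50 uM GDP, with 6.5 mM cAMP setting full activation.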
# EPAC1 antag: blocks human EPAC1 exchange factor; O95398; EPAC1 GEF assay, Rap1b-BODIPY-GDP exchange fluorescence; Potency, µM (highest dose often 115 µM), without a hit: at the top dose activity change, negative = inhibition, hits mostly inhibitors; hit rate 0.14% among 360,000;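 note: potency is the fitted concentration of half-maximal effect; plate controls were vehicle for no effect and positive control for full effect; nearly all actives have a fitted effect of over 50% in size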
# PLK1 PBD block: blocks phosphopeptide binding to human PLK1 polo-box domain | hit rate 2.8% among 360,000 | Potency, µM, for inactives: max response, negative = inhibition, most hits filed as inhibitors | P53350 | Plk1 PBD binding of FITC phosphopeptide, fluorescence polarization; note: potency is the fitted concentration of half-maximal effect; series mostly up to about 57 µM; % is set by controls: 0 for no effect and ±100 for the full control effect; nearly all actives have a fitted effect of over 65% in size
# WRN inhibitor: inhibitors of human WRN helicase; Q14191; WRN helicase unwinding, fluorescent forked duplex, kinetic; Potency, µM (series often up to 114 µM), without a hit: at the highest dose activity change, negative = inhibition, actives largely listed as inhibitors; hit rate 0.46% among 360,000; note: potency is the fitted concentration of half-maximal effect; % is set by controls: 0 for no effect and ±100 for the full control effect; nearly all actives have a fitted effect of over 55% in size
#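 Kinetic fluorescence helicase assay: unwinding of a quenched forked DNA duplex (100 nM final) with 2 mM ATP final raises red fluorescence (525/598 nm). Compounds sat 15 min at room temperature with 20 nM WRN beforehand.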
# CCT chaperon mod: changes cytosolic chaperonin activity; purified chaperonin ATPase assay, HTRF ADP detection, 30 min; hit rate 0.3% among 360,000; activity change, % (no concentration beside the values), hits read low; in the data active = activity change below about -30%; note: % is set by controls: 0 for no effect and ±100 for the full control effect
#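 ATPase activity: ADP formed was measured by HTRF Transcreener (665/615 nm ratio) after 30 min at 37 deg C with 10 uM ATP. Compounds screened at one 76 uM concentration against 40 or 20 nM TRiC in Tris pH 7.4/KCl/MgCl2/DTT buffer.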
# An asterisk follows results filed as active; ? = inconclusive; / = not tested or not shown; [ ] = another dose, or the depositor's remark. Unless noted, calls come from the whole dose curve; as a rule, active = well fitted curve in the direction sought with a large enough effect; inconclusive = small, poorly fitted or top-dose-only effect, or another doubt; inactive = no such curve, though single readings can be large; an effect the other way counts as inactive or inconclusive. The list is partial, so the mix of outcomes need not match the whole.
SMILES,IL-2 act,EPAC2 ag,PI5P4Ka inh,EPAC1 agonist,EPAC1 antag,PLK1 PBD block,WRN inhibitor,CCT chaperon mod
COc1ccc(C(=O)NCc2c(C)oc(C)c2C(=O)O)cc1,0.9,5%,-12,7%,-4%,1%,-8%,-5.0
Cc1c(C)[n+](=O)c2c(n1[O-])CCCCC2,-1.4,7%,-2,10%,-9%,-9%,5%,0.2
Cc1oc(-c2cccc(C(F)(F)F)c2)nc1CN1CCC[C@H]1CO,-1.9,-4%,-4,-10%,-5%,-2%,-3%,2.2
Clc1ccc(CSc2nnc(-c3ccccn3)n2Cc2ccco2)cc1Cl,-0.2,-10%,10,-1%,-9%,-2%,-18%,2.2
CN1/C(=C\C(=O)Nc2ccc(Br)cc2)C(C)(C)c2ccccc21,-3.9,14%,15,-7%,-29%,-9%,-13%,2.1
Nc1nonc1-n1nnc(C(=O)N/N=C/c2cccc(F)c2)c1CN1CCCC1,0.4,1%,-1,-4%,-4%,-10%,-6%,1.5
O=[N+]([O-])c1ccc(O)c(-c2nn[nH]n2)c1,0.8,-4%,-54*,3%,4%,3.4µM*,79µM*,-0.2
COc1ccc(N2CC(C(=O)Nc3cc(C)on3)CC2=O)cc1 (stereo not drawn),-0.6,9%,/,-3%,8%,-5%,-4%[57.1 µM],-0.9
Cc1ccc(S(=O)(=O)N2CCCCC2)cc1NC(=O)c1cccs1,0.2,14%,0,1%,?,-17%,-1%,-2.3
Nc1nonc1-n1nnc(C(=O)N/N=C/c2cccnc2)c1CSc1ccccc1,-3.6,-1%,-2,5%,-24%,-14%,1%,0.9
CC1COC(C)(CC(=O)NN2C(=O)c3ccccc3C2=O)O1 (stereo not drawn),-0.8,-1%,4,8%,-4%,-5%,-11%,-0.2
O=C(c1nc2ccccn2c1CN1CCCC(OCc2ccccc2)C1)N1CCCC1 (stereo not drawn),0.1,10%,-2,-1%,5%,1%,-6%,1.2
CCOc1ccc(C(=O)NCC(=O)OC(C)C(=O)NCc2ccco2)cc1OCC (stereo not drawn),5.0,-57%[inhibitor],-6,-16%,7%,-8%,-5%,0.9
O=S(=O)(Oc1ccccc1-c1ccccc1)c1ccccc1,-1.0,18%,15,5%,-21%,-14%,-7%,-0.5
COC(=O)c1sc(NC(=O)CSc2nnnn2-c2ccc(C)cc2C)nc1C,0.8,4%,3,10%,-27%,-5%,-7%,0.0
Cc1cccc(OCC(=O)NNC(=O)CCN2CCN(c3ccccc3)CC2)c1C,0.4,5%,4,5%,-3%,-6%,-12%,0.8
CC(=O)c1cccc(NC(=O)CCC(=O)c2ccc(F)cc2)c1,-0.5,6%,-22,5%,-17%,-9%,7%,-3.5
COc1ccc(NC(=S)NC2CCCCCC2)c(OC)c1,-0.5,-1%,2,12%,-8%,?,5%,-0.9
O=C1OCCC1Sc1nc2cc(Cl)ccc2s1 (stereo not drawn),1.8,14%,/,10%,0%,-7%,-10%,-3.3
O=C(CN1C(=O)NC2(CCc3ccccc32)C1=O)c1ccc(F)c(F)c1 (stereo not drawn),-2.9,-3%,7,-2%,-9%,0%,-12%,-0.4
CN(Cc1ccc(C(C)(C)C)cc1)C(=O)C1CSC2(C)CCC(=O)N12 (stereo not drawn),-0.7,-10%,1,-7%,-4%,3%,5%,0.6
COCC(C)n1c(SCC(=O)Nc2nccs2)nc2ccccc2c1=O (stereo not drawn),0.3,1%,9,2%,-13%,-6%,-3%,-0.9
CC(C)(C)NC(=O)C(c1ccc(O)cc1)N(C(=O)CCC(=O)Nc1ccccn1)c1ccc(F)cc1 (stereo not drawn),0.7,9%,1,0%,5%,0%,6%,-5.5
Cn1c(=O)c2c(nc(CN3CCN(Cc4ccccc4)CC3)n2Cc2cccc(Cl)c2)n(C)c1=O,-3.2,14%,-9,-7%,-3%,-8%,-2%,-2.2
Cc1ccc(S(=O)(=O)N2C[C@H]3[C@H]4C(=O)N(c5ccccc5)C(=O)[C@H]4CC(=O)[C@H]3[C@@H]2c2ccccc2F)cc1,-0.6,12%,-3,14%,4%,-3%,-2%,-5.9
O=c1ccc2ccc(Oc3ccc(Cl)cc3[N+](=O)[O-])cc2o1,-2.4,7%,0,0%,-7%,-1%,-7%,-2.3
CCCS(=O)(=O)c1nc(S(=O)(=O)c2ccc(C)cc2)c(NCc2ccc3c(c2)OCO3)s1,-1.8,6%,-3,3%,-3%,3%,-4%,0.9
COc1ccc(-c2cc(=O)oc3c(C)c(OC(C)C(=O)Nc4ccc(CN5CCOCC5)cc4)ccc23)cc1 (stereo not drawn),2.1,5%,9,-2%,-1%,4%,-7%[57.1 µM],-1.8
O=C(NC(=O)c1ccccc1)OCCN1C(=O)c2ccccc2C1=O,1.7,7%,1,9%,10%,-16%,-1%,-1.2
CC(C)(C)c1ccccc1OCC(=O)NCc1ccccc1,-0.4,-2%,3,-3%,-2%,-2%,-7%,0.7
Nc1nc2ccccc2n1CCOc1ccccc1Cl,0.6,-15%,13,-5%,7%,-2%,1%,-6.6
CCCCn1c(SCC(=O)N2CCC(C)CC2)nc2cc(S(N)(=O)=O)ccc21,2.2,10%,/,3%,-14%,-7%,-1%,-0.2
O=C(CNCCO)Nc1ccc(F)c(Cl)c1,-0.7,-16%,1,-6%,-14%,4%,-4%,1.6
COc1cc(/C=N\NC(=O)c2ccc(-c3ccccc3)cc2)cc(OC)c1O,-2.8,10%,-9,1%,-6%,-4%,-11%[11.6 µM],-0.8
Cc1oc(/C=N/NS(=O)(=O)c2ccccc2)cc1Br,1.9,0%,-11,-1%,1%,-5%,-32%[57.1 µM],-0.2
Cc1cccc(S(=O)(=O)NC(=O)C2(C)CCN2C(=O)Cc2ccsc2)c1 (stereo not drawn),4.6,12%,-2,-11%,1%,-6%,-7%,0.4
COc1ccc(NC(=O)CSc2nc3[nH]c(=O)cc(O)c3s2)cc1OC,1.5,-2%,-6,6%,-9%,-13%,-25%,-0.8
Cc1cc(C)cc(N(CCC#N)C(=O)COC(=O)c2nc3nc(C)cc(C)n3n2)c1,-0.5,13%,2,5%,3%,-2%,-13%,-1.0
O=c1c2ccccc2[nH]c2ccc(O)cc12,-6.6,10%,-73*,-4%,-6%,30µM*,50µM*,-10
CC(=O)N(CN1C(=O)C2CC=CCC2C1=O)c1cccc(Cl)c1 (stereo not drawn),-2.1,8%,-5,4%,0%,-25%,-33%[57.1 µM],-1.1
Cc1ccc(C(=O)COC(=O)CNC(=O)Cc2ccccc2)cc1,-2.5,-1%,5,4%,3%,-1%,-16%,-3.3
COc1ccc(-c2csc(NC(=O)CSCc3c(C)noc3C)n2)cc1OC,-4.3,22%,-3,15%,-3%,0%,-26%,-1.5
CCC1SC(=NC(=O)c2ccc(Cl)c(Cl)c2)NC1=O (stereo not drawn),-3.4,9%,/,-4%,5%,?,5%,1.8
CC(C)CC(=O)N(c1ccc(F)cc1)C1C=CS(=O)(=O)C1 (stereo not drawn),-1.5,1%,/,11%,2%,-9%,2%,-2.7
Cc1ccc(Cc2c(C)nc3nc(SCC(=O)NCc4ccco4)nn3c2C)cc1,-1.1,3%,-17,-6%,-5%,-8%,-14%,-1.1
CN1CCN(c2ccc(CNC[C@H]3O[C@@H](n4cnc5c(=O)[nH]c(N)nc54)[C@H](O)[C@@H]3O)c(F)c2)CC1,-0.7,-1%,0,10%,?,-9%,-9%,1.2
Nc1ccc(Oc2ccccc2F)nc1,2.9,7%,4,2%,3%,1%,1%,0.6
O=C(O)c1ccc(CSc2nc3ccc(N4C(=O)C5C6C=CC(C6)C5C4=O)cc3s2)cc1 (stereo not drawn),-1.0,2%,-5,-13%,9%,-7%,4%[11.6 µM],-0.3

# Of the compounds above, these contain a thiophene ring, fused or not:
SMILES,IL-2 act,EPAC2 ag,PI5P4Ka inh,EPAC1 agonist,EPAC1 antag,PLK1 PBD block,WRN inhibitor,CCT chaperon mod
Cc1ccc(S(=O)(=O)N2CCCCC2)cc1NC(=O)c1cccs1,0.2,14%,0,1%,?,-17%,-1%,-2.3
Cc1cccc(S(=O)(=O)NC(=O)C2(C)CCN2C(=O)Cc2ccsc2)c1 (stereo not drawn),4.6,12%,-2,-11%,1%,-6%,-7%,0.4

# (continued)
SMILES,IL-2 act,EPAC2 ag,PI5P4Ka inh,EPAC1 agonist,EPAC1 antag,PLK1 PBD block,WRN inhibitor,CCT chaperon mod
CCN(CC)S(=O)(=O)c1ccc(F)c(C(=O)OC2CC(C)OC2=O)c1 (stereo not drawn),-0.8,0%,3,1%,19%,2%,-4%,1.2
COc1ccc(C(=O)N[C@H](C(=O)NCc2ccc(C)cc2)C(C)C)cc1,-0.2,-1%,-5,2%,7%,0%,7%,-0.4
CCOc1ccc(S(=O)(=O)N2CCN(C(=O)c3ccc(C)c(S(=O)(=O)N4CCOCC4)c3)CC2)cc1,-7.1,2%,3,9%,12%,4%,-5%,-0.1
COc1ccc(OC)c2c1sc(=NC(=O)C1COc3ccccc3O1)n2C (stereo not drawn),-3.4,-7%,1,13%,-6%,-3%,-2%,-1.0
CC(C(=O)Nc1nccs1)N1C(=O)c2ccccc2S1(=O)=O (stereo not drawn),-0.3,5%,3,-1%,8%,-4%,-11%,3.8
CCN1C(=O)[C@H]2[C@@H](c3ccc(-c4cc(C(C)=O)cs4)cc3)N3CCC[C@@]3(C(=O)OC)[C@H]2C1=O,0.1,-2%,2,5%,-12%,3%,4%,-0.5
C[C@H](NC(=O)c1[nH]cnc1C(=O)Nc1ccon1)c1ccccc1,0.7,8%,-2,-1%,-9%,-12%,5%,-2.5
COc1ccccc1C(=O)NCC(=O)N1CC=C(c2ccccc2)CC1,-1.5,-7%,-6,5%,1%,-1%,4%,-2.0
COc1ccc(CCNC(=O)c2coc3ccccc3c2=O)cc1,-1.3,0%,-2,-7%,-16%,1%,-14%,-0.5
Cc1nn(Cc2c(Cl)cccc2Cl)c(C)c1NC(=O)c1sc2ccccc2c1Cl,-2.4,-2%,3,-5%,9%,0%,1%[57.1 µM],1.4
CCc1ccc(C(O)c2ncc(-c3ccccc3C(F)(F)F)[nH]2)cc1 (stereo not drawn),-0.5,-3%,-4,-9%,-2%,-3%,0%[57.1 µM],0.8
O=C(NN1CCOCC1)c1ccc(Cl)cc1Cl,0.7,7%,-8,0%,-20%,-12%,6%,-1.4
CCN(CC(=O)Nc1c(F)cccc1F)C(=O)CC1CCCCC1,0.5,-5%,-14,-6%,-16%,1%,6%,-1.0

# Screening data deposited in PubChem BioAssay by National Center for Advancing Translational Sciences (NCATS).
